# From PubChem BioAssay
# RTF Ca sens act: cardiac RTF calcium sensitization | P19429+P45379 | IANBD-labeled TnC RTF fluorescence at EC20 calcium; 0% EC20 calcium, 100% full calcium | activation, % at 7.2 µM | 0.24% of 340,000 active;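 active = activation above the mean over all tested compounds plus 3 SD, cut at about 30% in these data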;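 note: rise in fluorescence read as greater calcium sensitivity of cardiac thin filaments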
# CAL PDZ FP-1: human CAL PDZ-peptide interaction inhibition. Q9HD26. purified CAL PDZ, TMR-peptide fluorescence polarization, 1 h. inhibition, % at 20 µM. 0.02% of 330,000 active. AID 504414;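 active = highest replicate inhibition of at least 40%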;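 note: plate controls were DMSO neutral control wells for no effect and unlabeled competitor peptide control wells for full effect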
#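 Material: tagged CAL PDZ domain; buffer or medium: 25 mM sodium phosphate pH 7.4, 150 mM NaCl, TCEP, IgG, Thesit; compound dosing: single point, 20 µM; schedule: 1 h incubation at room temperature before polarization reading; measured by: FP readout, S and P plane fluorescence; read-out basis: percent inhibition from loss of millipolarization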
# Keap1-Nrf2 PPI: inhibitors of human Keap1-Nrf2 protein-protein interaction; AID 504523; inhibition, % at 9.4 µM; Keap1 Kelch-Nrf2 peptide fluorescence polarization, 1536-well; Q14145; 0.15% of 340,000 active; in the data active = inhibition above about 12%; inconclusive = no clear call, values can overlap the other calls; inactive = below about 7.3%;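 note: human Keap1 Kelch domain with fluorescein labeled Nrf2 9mer peptide probe; 0% = neutral control wells and 100% = peptide positive control; higher means more block of Keap1 binding to Nrf2 peptide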
# Rtt109 HAT inh: inhibitors of Candida albicans Rtt109/Vps75 histone acetyltransferase; inhibition, % at 34.9 µM; purified Rtt109/Vps75, ThioGlo CoA-SH fluorescence, 4 h; AID 540336; 0.16% of 330,000 active;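 active = inhibition of at least 50% in every replicate; inconclusive = best replicate reaches 50% inhibition but some replicates fall short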
# Target sequence (Q5AAJ8 whole entry, looked up): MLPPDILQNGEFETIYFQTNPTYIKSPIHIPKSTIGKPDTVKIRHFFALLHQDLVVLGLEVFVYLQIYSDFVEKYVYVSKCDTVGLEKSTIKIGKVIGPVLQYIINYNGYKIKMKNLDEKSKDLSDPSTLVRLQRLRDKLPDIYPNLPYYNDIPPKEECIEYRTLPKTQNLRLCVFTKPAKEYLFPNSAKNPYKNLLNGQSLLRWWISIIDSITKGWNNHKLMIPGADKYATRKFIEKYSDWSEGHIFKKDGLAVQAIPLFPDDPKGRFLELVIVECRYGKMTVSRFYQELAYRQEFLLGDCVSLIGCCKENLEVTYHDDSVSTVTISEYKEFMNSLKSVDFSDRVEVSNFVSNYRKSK
# PKA-R2B act: activators of human PKA-R2B complex; P22694+P31323; PKA-R2B holoenzyme dissociation, Cy5-IP20 fluorescence polarization; R2B truncated from residue 108, S112A mutant; 0% DMSO only, 100% 113 µM cGMP; activation, % at 11.4 µM; 0.079% of 340,000 active; AID 504700;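 active = activation above a cutoff set at the mean over all compounds plus 3 SD, cut at about 18% in these data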;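 note: higher means more holoenzyme dissociation and a rise in polarization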
# Target sequence (P31323 whole entry, looked up, other chains not shown, the tested form may be a part): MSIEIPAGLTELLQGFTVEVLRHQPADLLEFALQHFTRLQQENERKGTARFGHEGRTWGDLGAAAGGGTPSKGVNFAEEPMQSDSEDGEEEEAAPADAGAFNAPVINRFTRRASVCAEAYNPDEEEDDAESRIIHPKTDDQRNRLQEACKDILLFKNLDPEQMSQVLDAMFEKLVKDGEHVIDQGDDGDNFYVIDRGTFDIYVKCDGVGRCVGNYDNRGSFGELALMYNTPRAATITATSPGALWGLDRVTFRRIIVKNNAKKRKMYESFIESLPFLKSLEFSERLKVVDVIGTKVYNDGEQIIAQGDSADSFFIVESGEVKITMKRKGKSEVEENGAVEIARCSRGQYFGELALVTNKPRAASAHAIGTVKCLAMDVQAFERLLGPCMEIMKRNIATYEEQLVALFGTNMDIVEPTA
# CAL PDZ FP-2: CAL PDZ (human) peptide binding inhibition; Q9HD26; purified CAL PDZ, TMR-peptide fluorescence polarization, 1 h; inhibition, % at 24.9 µM; 0.92% of 300,000 active; AID 602252;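 active = mean inhibition of at least 30% with at least half of replicates also reaching 30%; inconclusive = no clear call, values can overlap the other calls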;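 note: 0% = DMSO neutral control and 100% = excess unlabeled competitor peptide PRC23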
# LANA DNA inh: blocks KSHV LANA C-terminal domain binding to DNA; MBP-C-LANA/FAM-LBS DNA binding, fluorescence polarization; inhibition, % at 9 µM; 0.078% of 340,000 active;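 active = highest replicate inhibition at or above 60% at 9 µM, even if other replicates fall short; inactive = all replicates below 60% inhibition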;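 note: 0% = neutral control wells and 100% = 4 µM acridine orange control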
# DAGLB inhibitor: diacylglycerol lipase beta (human) inhibition; HEK293T DAGLB membrane lysate, EnzChek fluorogenic substrate; inhibition, % at 5.17 µM; 0.059% of 340,000 active; in the data active = inhibition above about 34%;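 note: 0% = enzyme with vehicle and 100% = wells lacking enzyme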
# Cardiac RTF inh: cardiac RTF calcium desensitization; inhibition, % at 7.15 µM; IANBD-labeled cardiac RTF, Ca2+ fluorescence; 0.12% of 340,000 active; AID 493244;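 active = inhibition above the mean inhibition of all tested compounds plus 3 SD, cut at about 17% in these data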;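 note: assay run at fixed EC70 calcium of 1.6 mM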
# SR-BI uptake up: SR-BI HDL lipid transfer activation; activation, % at 12.5 µM; AID 504775; 0.096% of 320,000 active; CHO ldlA[mSR-BI] cells, DiI-HDL uptake fluorescence, 3 h; 100 = double the neutral-control signal;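 active = mean replicate activation of at least 60% and every replicate at or above 60%; inconclusive = mean or all-replicate condition met, but not both; inactive = mean below 60% and not all replicates reaching 60%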;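 note: 0% = median plate neutral-control signal and 100% = twice that signal; values of inactives mirror those of a sister screen read the other way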
#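 Assay system: LDL receptor-deficient CHO ldlA cells overexpressing murine SR-BI / Medium: BSA-supplemented, HEPES-buffered Ham's F12, pH 7.4 / Probe or stimulus: DiI-labelled HDL at 10 µg/mL final / Timing: compound with DiI-HDL co-incubation, 3 h at 37 °C / Technique: bottom-read cell fluorescence after medium removal, ex 550/em 595 nm / Measure: HDL uptake via cellular fluorescence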
# An asterisk follows results filed as active; i = inactive; ? = inconclusive; . = no result given.
nr	SMILES	RTF Ca sens act	CAL PDZ FP-2	LANA DNA inh	DAGLB inhibitor	Cardiac RTF inh	SR-BI uptake up	Rtt109 HAT inh	PKA-R2B act	CAL PDZ FP-1	Keap1-Nrf2 PPI
1	O=C(C1CC1)N1CCc2cc(S(=O)(=O)NC3CCN(Cc4ccccc4)CC3)ccc21	-5.3	-4.1	-1.4	-0.1	-3.0	18.1	2.0	-1.7	-1.3	-2.7
2	CCCCSc1ncc(C(=O)OCC)c(N)n1	-5.3	4.0	0.1	-2.7	-1.0	-15.9	3.6	-0.9	0.4	-1.9
3	Cc1c(C)c2cc(Cl)c(O)c(CN3CCN(C)CC3)c2oc1=O	1.3	-6.1	-0.6	-0.5	-16.5	-2.1	i	6.4	-0.4	-4.8
4	CC(=O)Nc1ccc(N=Nc2c(C)[nH]n(C(N)=S)c2=O)cc1	-5.9	-3.7	-0.4	2.2	15.5	12.0	-3.9	-11.5	-2.1	2.8
5	COc1cccc(N2CCN(C(=O)CCC(=O)c3ccc(Cl)s3)CC2)c1	3.3	-2.8	-1.6	1.1	-8.2	-7.9	2.5	-0.2	0.5	3.3
6	CC(C)(C)c1ccc(C(=O)NNC(=O)c2ccc(Cl)cc2)cc1	-1.9	0.1	-1.8	-0.1	-25.2	-2.0	-4.9	-7.8	-1.0	-2.1
7	C[C@H](N)c1nnc(SCC(=O)c2ccc(Cl)cc2)o1	-6.0	-3.6	-0.4	-4.0	0.7	18.7	-4.7	-7.9	-0.3	1.3
8	CN(C)CCCNC(=O)c1ccc(Cl)c(S(=O)(=O)N(C)c2ccccc2)c1	0.7	-3.3	0.4	-0.3	-1.5	34.6	3.3	0.2	-0.1	4.9
9	COc1ccc(N2C(=O)CSC23CCC(C(C)(C)C)CC3)cc1 (centres undefined)	0.1	-2.9	-0.3	2.7	-3.2	0.7	-3.1	-12.2	-0.5	1.6
10	O=C(O)c1ccc(Nc2ccc3nonc3c2[N+](=O)[O-])cc1	0.8	.	0.6	-0.8	-2.4	13.1	-9.8	-6.3	-0.7	-2.8
11	CC(OC(=O)c1ccco1)C(=O)NC1CCCC1 (centres undefined)	-1.2	0.5	-0.3	2.0	-25.6	.	-3.5	-1.4	0.0	2.8
12	COC(=O)[C@H](CCSC)NC(=O)Nc1ccc(C(C)C)cc1	-0.3	6.0	0.9	-0.5	0.8	-14.0	-4.6	0.9	.	0.4
13	O=S(=O)(c1ccccc1)C1(C2CC(c3ccccc3)=NO2)CC(O)C1 (centres undefined)	-4.1	-2.6	-0.9	0.1	-0.3	0.0	-7.4	-19.5	-0.7	-4.4
14	CN(CC(=O)N(CCO)Cc1ccccc1)S(=O)(=O)c1ccc2c(c1)c(=O)n(C)c(=O)n2C	0.9	.	-0.2	-5.0	0.6	3.9	-11.7	-11.0	-0.8	-0.4
15	CC1CCN(c2ccc(NC(=O)c3ccccc3[N+](=O)[O-])cc2)CC1	.	2.3	-0.3	.	.	-37.5	-3.5	.	-0.4	1.4
16	COc1ccc(NC(=O)c2ccccc2S(=O)c2ccccc2C#N)cc1 (centres undefined)	4.4	-0.6	-1.2	0.1	-3.0	-1.2	6.2	1.4	-1.9	1.0
17	CCC(=O)Nc1ccc(N2CCN(Cc3ccccc3)CC2)cc1	-3.1	-1.8	-1.8	1.4	3.0	13.7	-6.6	-13.5	0.4	2.9
18	O=C(CSc1nc2ccccc2c(=O)n1-c1ccc(F)cc1)Nc1ccc(N2CCOCC2)cc1	-1.2	-1.6	-0.8	2.4	-8.7	6.3	-4.9	-6.1	-2.7	-0.9
19	COc1ccc(C2CC(c3ccccc3)=NN2c2ccc(Cl)c(C(=O)O)c2)cc1 (centres undefined)	5.8	.	0.0	9.7	2.5	23.2	-299.6	0.2	-1.4	-3.9
20	CCOC(=O)CC1C(=O)NCCN1S(=O)(=O)c1ccc(Br)cc1 (centres undefined)	-0.9	-1.3	0.5	-4.0	-1.0	20.5	-6.1	6.3	-2.0	4.1
21	c1csc(CNc2ncnc3ccc(-c4ccc5c(c4)OCCO5)cc23)c1	-3.8	-7.4	1.7	-7.7	7.0	-10.5	0.7	-12.9	-3.8	-1.9
22	Cc1cccc(C)c1NC(=O)C(=O)NCCOc1ccc(Cl)cc1	0.2	4.3	-0.9	-7.9	3.7	-9.4	-5.3	2.6	-0.4	2.6
23	CC(C)(C)NC(=O)COC(=O)C1c2ccccc2Oc2ccccc21	-1.3	-14.6	1.0	-0.9	1.7	.	6.2	0.5	-0.7	0.9
24	CC(=O)c1cc(NC(=O)c2ccc(C)cc2)c(=O)oc1C	-0.4	1.0	1.6	2.2	-7.6	3.0	-1.9	-4.2	.	-1.4
25	COc1ccc(CCNC(=O)CN2C(=O)NC(c3ccccc3)(c3ccccc3)C2=O)cc1	-1.2	-2.1	2.6	-2.5	5.1	-4.5	2.9	2.1	0.5	-2.3

# Next section (4 carried over from the part before).
nr	SMILES	RTF Ca sens act	CAL PDZ FP-2	LANA DNA inh	DAGLB inhibitor	Cardiac RTF inh	SR-BI uptake up	Rtt109 HAT inh	PKA-R2B act	CAL PDZ FP-1	Keap1-Nrf2 PPI
22	Cc1cccc(C)c1NC(=O)C(=O)NCCOc1ccc(Cl)cc1	0.2	4.3	-0.9	-7.9	3.7	-9.4	-5.3	2.6	-0.4	2.6
23	CC(C)(C)NC(=O)COC(=O)C1c2ccccc2Oc2ccccc21	-1.3	-14.6	1.0	-0.9	1.7	.	6.2	0.5	-0.7	0.9
24	CC(=O)c1cc(NC(=O)c2ccc(C)cc2)c(=O)oc1C	-0.4	1.0	1.6	2.2	-7.6	3.0	-1.9	-4.2	.	-1.4
25	COc1ccc(CCNC(=O)CN2C(=O)NC(c3ccccc3)(c3ccccc3)C2=O)cc1	-1.2	-2.1	2.6	-2.5	5.1	-4.5	2.9	2.1	0.5	-2.3
26	COc1ccc(N(CC(=O)NCCSC2CCCCC2)S(C)(=O)=O)c(OC)c1	-6.5	.	-0.5	-1.0	1.5	8.9	-10.5	-11.8	-0.7	3.3
27	CCCc1nc(C)cc(N2CCN(c3ccccc3)CC2)n1	-0.8	-1.2	2.2	-0.3	-1.7	-5.2	-0.7	1.1	-0.8	1.9
28	CCC(C)NC(=O)C1CCN(S(=O)(=O)c2ccc(-n3cnnn3)cc2)CC1 (centres undefined)	-6.4	-3.3	-0.8	-1.8	6.5	2.6	12.8	-3.8	-2.2	-0.6
29	O=C(NCC(=O)N1CCOCC1)c1ccc(Cl)c(Cl)c1	0.1	-5.1	-1.3	-0.2	-2.7	-3.3	-0.3	-8.4	-0.4	-6.9
30	O=C(/C=C/c1cccc(F)c1)N1CCN(c2ccccn2)CC1	-1.4	0.4	-1.4	-1.5	-2.0	1.7	3.3	-3.2	-0.9	-2.6
31	O=C(c1cccs1)N1CCN(C(=O)C(c2ccccc2)c2ccccc2)CC1	-1.5	-0.7	2.0	1.4	-9.4	.	-0.1	-3.9	-1.8	-3.0
32	Cc1ccc(S(=O)(=O)N(Cc2ccc(F)cc2)Cc2ccco2)cc1	-3.1	-1.4	0.9	-12.1	-5.4	-29.9	-9.1	-15.3	-0.6	-3.1
33	C=CC1CN(CC(=O)OC)S(=O)(=O)c2ccccc21 (centres undefined)	2.1	-4.7	-1.7	-3.8	3.7	15.6	2.5	9.7	-0.3	-6.1
34	CC(C)Oc1cccc(C(=O)Nc2ccc(NC(=O)c3ccco3)cc2)c1	-5.1	-2.0	-0.4	-7.1	-7.7	-17.6	0.2	2.1	-1.6	0.7
35	Cc1ccc(-c2ccc(C)c(N)c2C)c(C)c1N	5.3	-5.7	-0.2	2.2	-5.3	-0.2	5.3	-4.1	-2.3	3.5
36	CC(=O)c1ccc(NC2=C(N3CCOCC3)C(=O)c3ccccc3C2=O)cc1	-7.9	-1.5	1.1	-6.3	-1.8	-11.1	-40.6	-10.2	-2.1	-5.3
37	CCOc1ccccc1C1C2C(=O)N(c3ccccc3)C(=O)C2ON1c1ccccc1 (centres undefined)	2.9	-2.7	-0.1	-4.1	-4.0	-9.1	-2.4	-5.2	.	-0.8
38	O=C(CCN1C(=O)c2ccccc2C1=O)Nc1ccc(F)cc1F	-2.1	.	-1.0	-0.1	-8.4	11.3	-5.9	4.8	1.1	-5.7
39	COc1ccc(CN2CCNC(=O)C2CC(=O)NCCC2=CCCCC2)cc1OC (centres undefined)	4.9	-2.9	3.0	1.3	-5.2	4.2	2.3	-5.5	-1.1	-1.3
40	CCCS(=O)(=O)N1CCC(C(=O)NCCc2ccc(C)cc2)CC1	-5.0	-1.8	-0.9	-1.1	-11.7	17.9	-1.5	6.0	-2.3	-3.9
41	S=c1[nH]nc(-c2ccccc2Cl)n1CC1CCCO1 (centres undefined)	-0.2	-1.8	0.0	-0.8	-6.3	0.4	3.3	-2.5	-0.8	3.3
42	CNc1ccccc1C(=O)OCC(=O)c1ccc(F)cc1	-1.0	-3.4	0.7	-0.3	-2.4	7.9	-7.5	-0.9	-2.6	-4.6
43	ON=C1c2ccccc2-c2ccccc21	3.9	-6.1	-1.3	-1.4	-3.8	.	2.1	3.9	-1.5	-4.8
44	CCN(C(=O)c1cc2c(=O)[nH]c3ccc(C)cc3c2s1)c1cccc(C)c1	-4.2	7.0	0.6	4.5	-10.8	-9.8	4.3	2.4	-0.9	1.5
45	CCC(Oc1ccccc1OC)C(=O)Nc1ccc2c(c1)OCCO2 (centres undefined)	-6.0	-18.9	-0.9	-1.6	2.0	-7.6	1.5	7.5	-0.2	2.0
46	C#CCOCCOCCOCCNc1nc(N2CCN(C(=O)[C@H](Cc3ccc(O)cc3)n3cc([C@@H](N)C(C)CC)nn3)CC2)nc(N2CCN(C(=O)[C@H](CCCCN)n3cc([C@@H](N)CO)nn3)CC2)n1 (some centres undefined)	6.2	-2.8	-2.2	-0.2	-11.5	4.3	?	-12.2	-0.5	-8.5
47	COc1cc(-c2nc3ccccn3c2N)ccc1O	-6.5	-2.0	-2.2	-2.0	-2.2	6.5	9.0	-2.9	1.0	-1.3
